# Mito fusion yeast = qHTS Assay for Small Molecule Inhibitors of Mitochondrial Division or Activators of Mitochondrial Fusion | Potency, µM (doses to about 46.1 µM), without a hit: at the top dose growth rescue (activation), usual class: activators | AID 485298, 2010 | S. cerevisiae fusion-defective mutant growth rescue, CellTiterGlo 48 h | actives 0.23% (n = 320,000);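 further: potency means the concentration at half of the fitted maximal effect; % of control where 0% means no effect; nearly all actives have a fitted effect of over 45% in size; temperature-sensitive fusion mutants such as fzo1-1 at 37 °C on non-fermentable ethanol glycerol medium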
#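 Temperature-sensitive fusion-defective S. cerevisiae (e.g. fzo1-1, mgm1-5) were grown with compound in YPEG medium (3% ethanol, 3% glycerol) for 48 hours at 37C. Growth rescue was measured as viability by CellTiterGlo luminescence after 10 minutes at ambient.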
# Menin MLL FP TR = qHTS Assay for Inhibitors Targeting the Menin-MLL Interaction in MLL Related Leukemias: Competition With Texas Red Labeled MLL-derived Mutant Peptide. Menin + Texas Red MLL mutant peptide, fluorescence polarization. Potency, µM (titrated, usually from 61.6 µM), for inactives: at the top dose FP activity change, negative = inhibition, actives largely listed as inhibitors. actives 0.23% (n = 270,000). AID 1768, 2009; active means well fitted inhibition curve with a large enough effect in the polarisation, with a control signal flat, not every such curve was filed as active; inconclusive means small, poorly fitted or top-dose-only effect, or effect the other way, or a change in a side signal; inactive means no such curve, though single readings can be large or run the other way; the % refers to the polarisation; further: potency means the concentration at half of the fitted maximal effect; % of control where 0% means no effect; many of its hits are not listed in these tables
# S-ASM inh = Inhibitors of Secretory Acid Sphingomyelinase (S-ASM): qHTS; placental ASM, HMU-PC fluorogenic substrate, 60 min; Potency, µM (series often up to 57.5 µM), without a hit: top-dose activity change, negative = inhibition, hits mostly inhibitors; actives 0.006% (n = 340,000); AID 504937, 2011; further: potency means the concentration at half of the fitted maximal effect
# Target sequence (P17405 47-631 limits assumed): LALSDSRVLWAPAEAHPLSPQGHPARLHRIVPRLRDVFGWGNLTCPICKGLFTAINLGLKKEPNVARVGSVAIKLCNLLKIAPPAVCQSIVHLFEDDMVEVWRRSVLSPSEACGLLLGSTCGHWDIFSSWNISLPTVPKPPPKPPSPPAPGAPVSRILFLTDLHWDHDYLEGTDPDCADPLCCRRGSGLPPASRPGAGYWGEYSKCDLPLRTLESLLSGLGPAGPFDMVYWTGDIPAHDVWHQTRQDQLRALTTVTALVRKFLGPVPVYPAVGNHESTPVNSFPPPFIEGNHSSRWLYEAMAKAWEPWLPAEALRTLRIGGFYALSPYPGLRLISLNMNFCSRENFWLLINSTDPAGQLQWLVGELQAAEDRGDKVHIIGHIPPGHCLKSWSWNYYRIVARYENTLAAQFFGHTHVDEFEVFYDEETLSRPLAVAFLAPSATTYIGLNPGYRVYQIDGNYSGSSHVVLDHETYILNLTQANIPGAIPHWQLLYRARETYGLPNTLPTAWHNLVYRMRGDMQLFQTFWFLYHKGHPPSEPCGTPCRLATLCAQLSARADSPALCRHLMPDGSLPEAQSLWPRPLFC
#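 qHTS format. ASM enzyme prepared from human placenta hydrolyses the fluorogenic substrate HMU-PC0 (9 uM final) over 60 min at 37 °C after a 10 min compound preincubation.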
# USP2a inh = qHTS Assay for Inhibitors of Ubiquitin-specific Protease USP2a Using CHOP2 as the Reporter. Ubiquitin carboxyl-terminal hydrolase 2 (Homo sapiens), O75604. USP2 core, Ub-CHOP2 coupled fluorogenic reporter, 485/531. Potency, µM (series often up to 38.3 µM), for inactives: top-dose activity change, negative = inhibition, most hits filed as inhibitors. actives 0.01% (n = 330,000);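 further: potency means the concentration at half of the fitted maximal effect; plate controls were DMSO wells for no effect and full inhibition by NEM control for full effect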
#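 Deubiquitinase activity read as fluorescence (485/531 nm) after Ub-CHOP2 cleavage activates the enterokinase reporter on its substrate; USP2 core 10nM, Ub-CHOP2 and substrate 25nM each, 30min compound preincubation then 60min RT; data normalized to NEM, curves fitted.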
# hERG WT inh = qHTS for Inhibitors of KCHN2 3.1: Wildtype qHTS | Voltage-gated inwardly rectifying potassium channel KCNH2 (Homo sapiens), Q12809 | U2OS, BacMam KCNH2, thallium flux FluxOr; active compounds read low | activity change, % at 1.84 µM | actives 0.37% (n = 340,000) | AID 720551, 2013;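 active means maximum activity change below -70%; inconclusive means maximum activity change between -70% and -50%; inactive means maximum activity change above -50%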; further: on the % scale 0 is the no-effect control and ±100 the full control effect
#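 U2OS cells transduced with wild-type KCNH2 virus are loaded with FluxOr dye for 45 min, and thallium flux is measured in kinetic reads before and after stimulation buffer. Rate constants are normalized to DMSO controls.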
# GALK inh = qHTS Assay for Inhibitors of Human Galactokinase (GALK) | Purified GALK, Kinase-Glo residual ATP luminescence | Potency, µM (series often up to 57.5 µM), for inactives: top-dose activity change, negative = inhibition, hits mostly inhibitors | actives 0.007% (n = 270,000) | P51570; further: potency means the concentration at half of the fitted maximal effect; on the % scale 0 is the no-effect control and ±100 the full control effect
#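 5 nM enzyme, 35 uM ATP, 100 uM galactose, 20 mM HEPES pH8.0, 5 mM MgCl2; 1 h RT; residual ATP by Kinase-Glo Plus luminescence, qHTS format.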
# BCR signal inh = qHTS Assay to Find Inhibitors of Chronic Active B-Cell Receptor Signaling; ABC-DLBCL IkBa-CBG/CBR reporter, luminescence ratio, 4 h; Potency, µM (series often up to 46.1 µM), for the others: top-dose ratio change, negative = lower green/red ratio, most hits filed as inhibitors; actives 0.05% (n = 340,000); active means well fitted inhibition curve with a large enough effect in the signal ratio, with a control signal flat, not every such curve was filed as active; inconclusive means small, poorly fitted or top-dose-only effect, or effect the other way, or a change in a side signal; the % refers to the signal ratio;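 further: potency means the concentration at half of the fitted maximal effect; plate controls were basal doxycycline-induced cells for no effect and cells given 10 µM MG132 for full effect; MG132 reads +100%, hits lower the ratio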
#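 TMD8 ABC-DLBCL cells carrying doxycycline-inducible green luciferase fused to IkappaBalpha plus unfused red luciferase were exposed to compounds (up to 46 uM) for 4 hrs at 37C. Activity came from the overlap-corrected green/red luminescence ratio.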
# PKM2 act = qHTS Assay for Activators of Human Muscle isoform 2 Pyruvate Kinase. Potency, µM (series often up to 57.5 µM), without a hit: at the highest dose activation, usual class: activators. Pyruvate kinase PKM (Homo sapiens), P14618. purified PKM2, Kinase-Glo ATP luminescence, activation; response scale: 0% is enzyme alone, no compound. actives 0.34% (n = 260,000); further: potency means the concentration at half of the fitted maximal effect; on the % scale 0 is the no-effect control and ±100 the full control effect; nearly all actives have a fitted effect of over 55% in size
#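 hPK-M2, >95% pure; 0.1 mM ADP / 0.5 mM PEP final; imidazole pH7.2 buffer w/ 7 mM MgCl2, 50 mM KCl; 1 h RT; Kinase-Glo lum. Intermediate enzyme activity for dual inhibitor/activator qHTS.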
# TSHR antag = Antagonists of the Thyroid Stimulating Hormone Receptor: HTS campaign; Thyrotropin receptor (Homo sapiens), P16473; TSHR-expressing cells, TSH-stimulated cAMP HTRF, 2 h; active compounds read low; activity change, negative = inhibition, % at 11.5 µM; actives 0.2% (n = 330,000); AID 504810, 2011;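 active means activity change below a set negative limit, meaning inhibition stronger than a set level, cut at about -70% in these data; inconclusive means activity change between two set negative limits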; further: on the % scale 0 is the no-effect control and ±100 the full control effect
#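 Read-out is FRET at 665 nm (cryptate excitation 337 nm) from a cryptate-tagged anti-cAMP antibody, competed by cell cAMP against cAMP-d2. Compounds are tested on freshly harvested TSHR cells challenged with 4nM TSH (EC80) for 2 hours at 37 deg C.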
# Eya2 inh = qHTS Assay for Inhibitors of the Phosphatase Activity of Eya2; recombinant Eya2, OMFP fluorescence dephosphorylation (OMFP is methylfluorescein phosphate); Protein phosphatase EYA2 (Homo sapiens), O00167; Potency, µM (highest dose often 76.9 µM), for the others: at the top dose activity, negative = inhibition, hits mostly inhibitors; actives 0.006% (n = 330,000); further: potency means the concentration at half of the fitted maximal effect; on the % scale 0 is the no-effect control and ±100 the full control effect
#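 Eya2 protein (added as 0.2 uM solution) was preincubated with compound for 10 min at ambient temperature in 50 mM HEPES pH 7.5, 50 mM NaCl, 5 uM MgCl2, 0.05% BSA, 1 mM DTT. OMFP (added at 50 uM) then reacted 10 min; fluorescence read at 485/525 nm.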
# MBNL1-CUG inh = qHTS Assay for Inhibitors of MBNL1-poly(CUG) RNA binding. TR-FRET MBNL1-His/biotin-(CUG)12 binding, 665/545 ratio. Potency, µM (doses to about 57.5 µM), without a hit: at the top dose activity change, negative = inhibition, hits mostly inhibitors. actives 0.036% (n = 280,000). AID 2675, 2010; active means well fitted inhibition curve with a large enough effect in the signal ratio, with a control signal flat, not every such curve was filed as active; inconclusive means small, poorly fitted or top-dose-only effect, or effect the other way, or a change in a side signal; inactive means no such curve, though single readings can be large or run the other way; the % refers to the signal ratio; further: potency means the concentration at half of the fitted maximal effect; on the % scale 0 is the no-effect control and ±100 the full control effect
# Target sequence (Q9NR56 whole entry, looked up): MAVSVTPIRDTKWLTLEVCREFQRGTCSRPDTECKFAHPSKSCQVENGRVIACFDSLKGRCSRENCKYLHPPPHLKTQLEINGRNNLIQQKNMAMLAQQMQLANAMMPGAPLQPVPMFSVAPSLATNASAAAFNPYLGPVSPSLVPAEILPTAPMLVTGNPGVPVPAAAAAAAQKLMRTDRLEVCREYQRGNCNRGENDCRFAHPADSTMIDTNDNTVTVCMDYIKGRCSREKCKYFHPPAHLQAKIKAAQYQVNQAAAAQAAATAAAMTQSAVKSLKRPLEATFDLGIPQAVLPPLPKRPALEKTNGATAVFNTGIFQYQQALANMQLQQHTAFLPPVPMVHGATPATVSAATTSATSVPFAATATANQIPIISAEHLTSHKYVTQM
#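 Compound titration spanned 92 nM–58 uM against the MBNL1-His/biotin-(CUG)12 complex. After 60 min at room temperature with 5 nM streptavidin-XL665 and 0.055 ng/ul terbium anti-His, ratiometric 665/545 nm emission (Ex 340 nm) normalized to controls.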
# * = called active by the depositor; i = inactive; ? = inconclusive; · = no result given; [ ] = another dose, or the depositor's remark. Unless noted, the call rests on the fitted dose curve; in most records, active means well fitted curve in the direction sought with a large enough effect; inconclusive means small, poorly fitted or top-dose-only effect, or another doubt; inactive means no such curve, though single readings can be large; an effect the other way counts as inactive or inconclusive. A portion of the library. The share of hits here may be higher or lower than overall.
SMILES,Mito fusion yeast,Menin MLL FP TR,S-ASM inh,USP2a inh,hERG WT inh,GALK inh,BCR signal inh,PKM2 act,TSHR antag,Eya2 inh,MBNL1-CUG inh
O=C(Nc1nnc(S(=O)(=O)N2CCCC2)s1)c1cccc([N+](=O)[O-])c1,1%,·,-2%,-1%,4,-6%,?,·,-29,0%,?
Cc1ccccc1CN(C)CC(=O)Nc1c(C)cccc1C(C)C,?,?,3%,3%,-15,-2%,-1%,-3%,-1,-11%,3%
Cc1ccc(C)c(-n2c(SCC(=O)NC(C(=O)O)C(C)C)nnc2-c2cccc(Cl)c2)c1 (stereo not drawn),-5%,1%,5%,0%,5,0%,2%,0%,-7,6%,-3%
O=C(Nc1cccc(F)c1)c1cccnc1NCCc1ccccc1,?,?,19%,1%,-4,-1%,-3%,-1%,-13,-5%,-8%
Cc1ccccc1Nc1cc(C(=O)NCc2ccco2)c2ccccc2n1,-2%,12%,4%,1%,4,0%,?,-10%,-4,1%,18%
C/C(=C\C(=O)Nc1nccs1)c1ccccc1,-7%,?,-4%,·,27,4%,·,2%,·,·,15%
N=c1c2c3c(sc2ncn1Cc1ccccc1)CCCC3,16%,-12%,1%,1%,2,0%,0%,15%,11,3%,·
COc1ccc(S(=O)(=O)N2CCC(C(=O)N[C@@H](C)C(=O)N3CCCCCC3)CC2)cc1,-9%,8%,7%,-1%,9,0%,-1%,1%[0.46 µM],13,5%,2%
CCOC(=O)c1oc2nc(C(C)C)c3c(c2c1N)CCC3,12%,11%,201%[activator],-6%,8,0%,0%,1%,-4,-20%,?
Cc1cc(N2CCN(S(=O)(=O)c3ccc4ccccc4c3)CC2)n2ncnc2n1,1%,5%,3%,2%,11,3%,-16%,18µM*,-7,-3%,13%
Cc1nc2nc(-c3ccccc3)cc(=O)n2[nH]1,-2%,8%,4%,2%,3,1%,?,-16%,7,0%,0%
COC(=O)c1cnc(NNC(=O)c2ccc([N+](=O)[O-])cc2)nc1C(F)(F)F,4%,·,4%,-1%,6,-2%,-3%,-1%,-2,11%,?
COc1ccc(C([O-])=Nc2ccc[n+](-c3nc4ccccc4nc3NS(=O)(=O)c3ccccc3)c2)cc1,1%,·,·,-1%,·,-1%,-7%,-1%,3,1%,·
CCOc1ccc(NC(=O)CCN2C(=O)CSc3ccccc32)cc1,-7%,·,2%,0%,0,·,7%,·,3,-18%,·
CCCCn1c(N)c(N(CC(C)C)C(=O)c2ccco2)c(=O)[nH]c1=O,1%,·,-2%,-6%,12,·,-8%,·,-6,-42%,·
O=C(COc1ccc2c(c1)CCC2)NCc1ccc(Cl)cc1,9%,-12%,0%,-1%,4,1%,-8%,5%,-14,-4%,-12%
Cc1cc(=O)oc2c(CN3CCN(CCO)CC3)c(O)ccc12,-3%,4%,i,1%,1,0%,0%,2%[11.5 µM],3,-13%,159%[activator]
CCOC(=O)N1CCC(Nc2c(NCCCN3CCN(c4ccc(OC)cc4)CC3)c(=O)c2=O)CC1,0%,·,8%,0%,-5,-1%,5%,3%,7,-6%,4%
O=C1Nc2ccccc2C12OC1CCCCC1O2 (stereo not drawn),-5%,11%,3%,-3%,4,0%,-1%,7%,5,4%,12%
CCOc1ccc(N(C(=O)CNS(=O)(=O)c2ccccc2)C(CC)C(=O)NCc2ccco2)cc1 (stereo not drawn),4%,2%,-3%,-1%,1,2%,-22%,2%,4,-8%,5%
CCS(=O)(=O)N1CCN=C1SCc1ccc(F)cc1,2%,·,2%,4%,-9,8%,-5%,·,7,-2%,-5%
Cc1cccc(NC(=O)c2c(C)cc(=O)oc2C)n1,2%,9%,4%,0%,-4,-4%,10%,6%,-9,2%,-4%
N#Cc1ccc(Sc2ccccn2)c([N+](=O)[O-])c1,4%,·,3%,0%,-6,-2%,-24%,5%,-1,-20%,?
COC(=O)[C@H](CC(C)C)NC(=O)NC1CCCCC1C (stereo partly drawn),-1%,·,7%,2%,18,0%,-2%,3%,5,-7%,7%
Fc1ccc(C2C3=C(Nc4ncnn42)c2ccccc2OC3c2ccncc2)cc1 (stereo not drawn),1%,-4%,140%[activator],-1%,35,4%,?,-2%,-3,-2%,3%
# Remaining list, next part
SMILES,Mito fusion yeast,Menin MLL FP TR,S-ASM inh,USP2a inh,hERG WT inh,GALK inh,BCR signal inh,PKM2 act,TSHR antag,Eya2 inh,MBNL1-CUG inh
CC(NC(=O)C1C2C=CC(C2)C1C(=O)O)c1ccccc1 (stereo not drawn),4%,-6%,3%,2%,0,1%,0%,-9%,2,-6%,-2%
CSCC[C@H](NC(=O)CCNC(C)=O)c1nc2ccccc2[nH]1,1%,·,9%,-3%,-4,-4%,-1%,-4%,10,-26%,-1%
CN(C)CCNC(=O)/C=C/c1cn(-c2ccccc2)nc1-c1cc2ccccc2oc1=O,2%,?,5%,6%,15,1%,?,0%,0,6%,?
Cc1cc(-c2ccc(C)c(S(=O)(=O)NCCN3CCC(C)CC3)c2)on1,2%,0%,-2%,-1%,-5,-5%,2%,·,2,-1%,?
Cc1cccc(Cc2nnc(CCC(=O)N(C)CCc3ccccc3)o2)c1,7%,-10%,0%,2%,-6,0%,-11%,-5%,35,10%,4%
CCc1nnc(NC(=O)c2c(O)c3c([nH]c2=O)CCCC3)s1,5%,-2%,0%,0%,-12,-2%,11%,-16%,18,-9%,-11%
O=C(NCCc1cccs1)C1CC(c2cccc(F)c2)=NO1 (stereo not drawn),?,·,-1%,-1%,4,-1%,?,2%,-3,4%,-9%
O=C1CC(C(=O)N(c2cccc(F)c2)C(C(=O)NC2CCCC2)c2ccccn2)CS1 (stereo not drawn),-1%,1%,1%,3%,28,8%,2%,0%,4,-7%,3%
O=C(O)C1CCN(S(=O)(=O)c2ccc(Oc3ccccc3)cc2)CC1,0%,-2%,6%,-1%,-11,-2%,6%,7%,-10,6%,5%
CCOc1ccc(NS(=O)(=O)c2cc(OCC(N)=O)c(C)cc2Cl)cc1,0%,?,3%,3%,0,1%,0%,6%,6,-2%,-15%
CCN(CC(=O)Nc1ccc(NC(C)=O)cc1)C(=O)c1oc2ccccc2c1C,-1%,·,-1%,-8%,4,·,2%,·,7,-4%,·
CC(C)N(CC(=O)Nc1ccc(Cl)cc1C(F)(F)F)C(=O)CCl,-22%,2%,-2%,1%,4,7%,?,-1%,17,20%,-1%
O=C(/C=C/c1ccc([N+](=O)[O-])cc1)NCCc1ccc(F)cc1,-5%,4%,5%,0%,7,3%,1%,?,2,-1%,?

# Fetched by compound from the list above:
SMILES,Mito fusion yeast,Menin MLL FP TR,S-ASM inh,USP2a inh,hERG WT inh,GALK inh,BCR signal inh,PKM2 act,TSHR antag,Eya2 inh,MBNL1-CUG inh
Cc1cc(-c2ccc(C)c(S(=O)(=O)NCCN3CCC(C)CC3)c2)on1,2%,0%,-2%,-1%,-5,-5%,2%,·,2,-1%,?
CC(C)N(CC(=O)Nc1ccc(Cl)cc1C(F)(F)F)C(=O)CCl,-22%,2%,-2%,1%,4,7%,?,-1%,17,20%,-1%
